High-throughput results from PubChem.
HRas wt GTP: modulators of GTP binding to HRas wildtype, primary screen, biochemical, bead-based flow cytometry, multiplex | GTPase HRas (Homo sapiens), P01112 | GST-Ras wt beads, Bodipy-FL-GTP binding; actives lie on both sides | GTP binding activity, % at 10 µM | 190,000 compounds, 0.14% hits | AID 759, 2007;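 active means GTP binding activity at least 20% away from the 100% baseline, either lowered as inhibitor or raised as activator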;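 further: 0% = unlabeled GTP competition control and 100% = no-compound control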
Target sequence (P01112 whole entry, looked up): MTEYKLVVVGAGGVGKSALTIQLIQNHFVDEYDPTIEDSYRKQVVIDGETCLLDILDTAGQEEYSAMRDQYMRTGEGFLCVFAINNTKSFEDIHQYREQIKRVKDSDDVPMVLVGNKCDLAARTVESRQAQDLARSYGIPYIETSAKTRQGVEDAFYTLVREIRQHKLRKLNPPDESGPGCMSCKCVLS
ABCG2 block: ABCG2 efflux pump inhibitors, primary screen, multiplex with ABCB1, IgMXP3 cells, flow cytometry; Broad substrate specificity ATP-binding cassette transporter ABCG2 (Homo sapiens), Q9UNQ0; inhibition, % at 6.6 µM; 190,000 compounds, 0.1% hits; JC-1 efflux;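 active means inhibition above 80%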;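 further: 0% = DMSO and 100% = nicardipine control wells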
Target sequence (Q9UNQ0 whole entry, looked up): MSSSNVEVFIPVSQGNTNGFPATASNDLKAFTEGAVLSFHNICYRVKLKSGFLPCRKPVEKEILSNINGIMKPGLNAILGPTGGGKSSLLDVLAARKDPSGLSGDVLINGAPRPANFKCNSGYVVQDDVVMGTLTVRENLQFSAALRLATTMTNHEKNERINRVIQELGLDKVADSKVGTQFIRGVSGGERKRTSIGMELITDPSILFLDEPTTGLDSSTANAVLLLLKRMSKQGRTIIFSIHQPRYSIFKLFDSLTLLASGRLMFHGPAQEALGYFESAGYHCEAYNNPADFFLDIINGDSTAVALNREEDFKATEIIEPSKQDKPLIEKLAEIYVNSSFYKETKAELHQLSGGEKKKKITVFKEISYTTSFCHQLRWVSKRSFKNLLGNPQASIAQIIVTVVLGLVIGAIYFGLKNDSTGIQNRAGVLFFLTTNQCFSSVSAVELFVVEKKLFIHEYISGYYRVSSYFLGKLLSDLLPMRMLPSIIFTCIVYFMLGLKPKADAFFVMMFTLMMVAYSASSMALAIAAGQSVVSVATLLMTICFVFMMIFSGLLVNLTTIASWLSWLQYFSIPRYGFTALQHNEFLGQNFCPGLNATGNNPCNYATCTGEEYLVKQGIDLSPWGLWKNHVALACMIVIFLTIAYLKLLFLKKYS
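Test system: IgMXP3 (ABCG2) plus far-red-tagged CCRF-Adr (ABCB1) cells / Amount: 3 million cells/mL in well / Reagent: JC-1 transporter substrate / Timing: 10 min compound exposure, 25 °C / Signal: flow cytometry, 530 nm JC-1 signal / Read-out: percent efflux inhibition, scaled nicardipine 100% to DMSO 0% / Benchmarks: nicardipine as high control, DMSO as low control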
GSH fluor: compound fluorescence on glutathione beads, profiling panel, artefact control, biophysical, 488/530 nm, flow cytometry | GSH beads flow cytometry, compound fluorescence 488/530 nm; active compounds read high | fluorescence (KMESF) at 10 µM | 190,000 compounds, 0.25% hits | AID 1776, 2009; in the data active means fluorescence above about 89;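 further: glutathione beads carrying GST-tagged Bcl family fusion proteins plus one bare bead set; values are compound well signal with DMSO vehicle wells as background; inactives centre near 16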
Rab7 wt modul: modulators of GTP binding to Rab7, primary screen, biochemical, wildtype, multiplex bead flow cytometry | GST-Rab7 beads, fluorescent GTP binding; actives lie on both sides; untreated = 100%, excess cold GTP = 0% | AID 758, 2007 | Rab7 GTPase wild type (dog), Bodipy-FL-GTP binding | 190,000 compounds, 0.055% hits | GTP binding activity (percent of control), % at 10 µM;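 active means fluorescent GTP binding to Rab7 beads changed by at least 20 points from the 100% baseline, either direction, mostly lower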;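 further: median green fluorescence of bound Bodipy-FL-GTP per Rab7 bead population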
Cdc42 wt: modulators of GTP binding to wildtype Cdc42, primary screen, biochemical, multiplex bead flow cytometry, Bodipy-GTP; Cell division control protein 42 homolog (Homo sapiens), P60953; GST-Cdc42 beads; actives lie on both sides; percent activity (GTP binding), % at 10 µM; 190,000 compounds, 0.2% hits; AID 761, 2007;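 active means percent activity GTP binding at least 20 points away from the 100% baseline, either down as inhibitor or up as activator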;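 further: median bead fluorescence of bound Bodipy-FL-GTP at 100 nM; 0% = excess unlabeled GTP control and 100% = no compound control; below 100% means less GTP binding so inhibitor and above means activator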
Rac1 mut GTP: GTP binding modulators of activated mutant Rac1, primary screen, biochemical, bead-based flow cytometry, multiplex, fluorescent GTP. Ras-related C3 botulinum toxin substrate 1 (Homo sapiens), P63000. percent activity (GTP binding), % at 10 µM. AID 764, 2007. 190,000 compounds, 0.11% hits. GST-Rac1 activated beads; actives lie on both sides; 100% means binding = to untreated wells;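 active means GTP binding at least 20 percentage points away from the 100% baseline, in either direction, so actives lie on both sides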
Rac1 wt modul: wildtype Rac1 GTP binding modulators, primary screen, biochemical, GST-Rac1 beads, flow cytometry, multiplex; fluorescent GTP binding; actives lie on both sides; 0 = cold GTP competed, 100 = untreated; 190,000 compounds, 0.27% hits; GTP binding activity (% of control), % at 10 µM; AID 757, 2007;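 active means GTP binding activity at least 20 points away from the 100% control level, either lower or higher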
Rab2 wt GTP: modulators of GTP binding to Rab2A wildtype, primary screen, biochemical, dog, bead-based flow cytometry, multiplex | 190,000 compounds, 0.19% hits | GST-Rab2 wt beads, Bodipy-GTP binding | AID 760, 2007 | GTP binding activity, % at 10 µM;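 active means GTP binding activity at least 20 points away from 100%, either lowered or raised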;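 further: 0% = beads with excess unlabeled GTP and 100% = no-compound control corrected for plate trend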
ABCB1 inh: ABCB1 efflux pump inhibitors, primary screen, cell-based, multiplex, flow cytometry, ABCG2 counter-screen. CCRF-Adr cells, JC-1 efflux. inhibition, % at 6.6 µM. 190,000 compounds, 0.067% hits. AID 1326, 2008; in the data active means inhibition above about 40%;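 further: 0% = vehicle and 100% = reference inhibitor; higher value means more JC-1 retained so stronger ABCB1 efflux block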
Avidin bead fluor: green autofluorescence of compounds with avidin beads – biophysical, 488/530 nm, flow cytometry, artefact control, profiling panel. compound fluorescence 488/530 nm; active compounds read high. fluorescence (KMESF) at 10 µM. 220,000 compounds, 0.38% hits; in the data active means fluorescence above about 47; further: inactives centre near 10
Pf gamet viab: late stage P. falciparum gametocyte viability inhibitors, primary screen, ATP luminescence, HTS | P. falciparum stage V gametocytes, 24 h | inhibition, % at 10.9 µM | 150,000 compounds, 0.065% hits | AID 743093, 2013;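 active means inhibition above the mean plus 3 SD of compounds within the control limits, set per campaign, cut at about 38% in these data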;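 further: 0% = DMSO wells and 100% = medium only without gametocytes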
The depositor's hits bear a star; nt = not tested or not shown; [ ] = remark or other dose.

smiles	HRas wt GTP	ABCG2 block	GSH fluor	Rab7 wt modul	Cdc42 wt	Rac1 mut GTP	Rac1 wt modul	Rab2 wt GTP	ABCB1 inh	Avidin bead fluor	Pf gamet viab
Cc1ccc(C(=O)Nc2ccc(Cc3ccncc3)cc2)cc1[N+](=O)[O-]	98	2	9	97	98	96	99	97	0.1	8	-3
CCOC(=O)CN1C(=O)S/C(=C/c2ccc(N3CCCCC3)o2)C1=O	102	2	11	106	109	101	105	105	0.5	18	nt
Cn1c(SCC(=O)c2c(N)n(C)c(=O)n(C)c2=O)nnc1-c1ccccc1	98	-3	3	101	105	97	100	95	-0.2	15	-26
COc1ccccc1CC(=O)NNS(=O)(=O)c1ccccc1[N+](=O)[O-]	97	30	14	107	97	95	100	99	1.5	9	-3
CCc1nc(-c2ccccc2)cc(=O)[nH]1	101	2	86	102	102	96	104	101	0.6	8	-14
COc1ccc(CCn2c(C)cc3c(c2=O)C(c2ccncc2)C(C#N)=C(N)O3)cc1OC (stereo not drawn)	95	0	41	94	99	97	97	94	0.0	5	nt
Cc1ccc(N2NC3(CCN(C(N)=O)CC3)NC2=O)cc1	93	1	9	95	94	94	94	96	0.2	9	nt
CC(C)n1c(O)c(N=Nc2ccc(Cl)nn2)c2ccccc21	121*[activator]	5	31	117	116	117	114	129*[activator]	2.1	20	nt
COc1ccc(C(=O)c2cnc3ccccc3c2-c2ccccc2)cc1	104	4	23	99	103	100	103	103	1.5	15	nt
CC(C)CCNC(=O)C(C)N(Cc1ccc(F)cc1)C(=O)c1ccc(CN2CCOCC2)o1 (stereo not drawn)	97	0	16	106	97	94	96	97	0.3	11	8
CC(=O)c1sc(NC(=O)c2ccc(C)cc2)nc1C	101	2	20	98	104	99	102	102	0.2	7	nt
CCOC(=O)c1sc(NC(C)=O)c(C(=O)OCC)c1C	104	9	25	102	104	102	104	104	1.2	10	-6
CCOC(=O)c1cnn2c(C)cc(-c3ccccc3)nc12	97	8	11	99	96	96	94	99	0.6	14	5
Cc1cc(Cl)c(OCCOCCN2CCC(C)CC2)c(Br)c1	101	-3	4	97	101	101	106	101	0.6	13	-8
COC(=O)Cn1ncc2c3ccccc3n(C)c2c1=O	98	9	29	100	99	99	103	102	0.4	20	nt
Cc1nc(Cl)c2c(n1)N(CC(N)=O)C(=O)CO2	101	1	9	100	97	99	100	99	0.2	3	-10
O=C1OCCC1Sc1nc2ccccc2c(=O)n1Cc1ccc(F)cc1 (stereo not drawn)	99	6	12	100	99	97	101	98	1.1	3	13
CC(=O)c1ccc(NC(=S)N2CCN(CCN3C(=O)c4cccc5cccc(c45)C3=O)CC2)cc1	101	-1	18	102	102	99	102	100	-0.5	14	-21
C=CCNC(=S)NNC(=O)COc1cccc(Cl)c1	99	1	18	98	101	99	99	98	0.1	42	nt
c1ccc(-c2ncnc3cc4n(c23)CCC4)cc1	95	0	18	96	97	94	95	95	-0.4	6	nt
CN(CC1CCCO1)S(=O)(=O)c1ccc(C(=O)N2CCN(c3ccccc3)CC2)cc1 (stereo not drawn)	100	1	10	107	100	97	104	101	0.5	12	-20
CC1CC(C)(C)CC2(C1)NC(=O)N(CC(=O)NCCc1c[nH]c3ccccc13)C2=O (stereo not drawn)	97	6	15	98	98	98	100	97	0.4	4	1
CCCCN(C)C(=O)c1nc2ccccn2c1CN1CCC[C@H]1C(=O)OC	98	12	10	103	95	96	99	96	1.8	11	4
COC(=O)CSc1nnc(NC(=O)/C=C\c2ccc3c(c2)OCO3)s1	104	9	11	104	104	100	103	102	0.6	12	-14
O=C(NC12CC3CC(CC(C3)C1)C2)N1CCC(n2nnc3ccccc32)CC1	105	3	7	102	106	103	107	102	0.7	7	nt
C=CCNC(=O)c1ccc(CNS(=O)(=O)c2ccc(NC(C)=O)cc2)cc1	97	1	14	100	99	97	101	98	3.8	14	-6
CN(C)S(=O)(=O)c1cccc(C(=O)Nc2ccccc2[N+](=O)[O-])c1	101	6	7	98	102	101	103	100	1.0	5	-12
CCOc1ccc(C(=O)Nc2cnn(Cc3ccc(Cl)c(Cl)c3)c2)cc1	103	5	9	100	103	101	105	103	0.6	10	nt
Cc1ccc(C2C=C(c3ccccc3)Nc3nc(N4C(=O)CCC4=O)nn32)cc1 (stereo not drawn)	93	4	15	91	94	92	89	96	1.4	8	13
CCCCC(=O)Nc1ccc(C(=O)N(CC)c2ccccc2C)cc1	96	-1	10	97	95	94	98	93	-0.8	9	22
COc1ccccc1Nc1nc(N)nc(CN2CCC(Cc3ccccc3)CC2)n1	99	1	30	100	99	95	96	99	0.5	9	-12
O=C(NC1CCCCC1)C1CCCN(S(=O)(=O)c2cccs2)C1 (stereo not drawn)	99	2	40	96	95	91	96	96	0.7	10	-9
COc1cccc(NC(=O)COC(=O)CNS(=O)(=O)c2c(F)cccc2F)c1	100	-2	13	99	102	101	102	99	-0.4	7	5
COc1ccc(/C=c2\sc3nc(-c4ccccc4)c(-c4ccccc4)n3c2=O)cc1OC	101	3	9	98	100	93	97	96	0.5	24	4
CN1CCN(C(=O)Nc2ccccc2CC[N+](=O)[O-])CC1	101	1	9	105	101	99	100	99	0.8	21	-20
CC(=O)c1ccc(N2CC(C)(C)C2=O)cc1	96	8	9	95	98	97	97	100	0.4	10	10
COC(=O)c1c(NC(=O)/C=C/C(=O)O)sc(C)c1-c1ccc(C(C)C)cc1	98	4	15	101	102	95	99	99	2.9	9	10
Cc1ccc(-n2nc3c(c2NC(=O)c2ccc4c(c2)OCO4)CSC3)cc1	103	11	20	100	103	100	108	102	0.3	32	nt
CC(C)n1nc(C(=O)OCC(=O)N2CC(=O)Nc3ccccc32)c2ccccc2c1=O	97	20	13	103	93	96	100	96	6.9	12	-16
C=C(C)C1CC=C(C)/C(=N/NC(=O)c2ccc(NC(=O)CC)cc2)C1 (stereo not drawn)	103	4	13	103	103	100	104	101	0.4	12	nt
Cn1c(=O)c2c(nc(CN3CCN(c4ccccc4)CC3)n2Cc2ccccc2Cl)n(C)c1=O	107	2	30	99	108	101	106	106	0.4	16	-4
Fc1cccc(-c2cc3nc(-c4ccccc4)cc(N4CCC5(CC4)OCCO5)n3n2)c1	102	5	52	103	101	100	109	99	1.2	10	-23
Cc1c(NC(=O)C(C)N2CC(C)OC(C)C2)c(=O)n(-c2ccccc2)n1C (stereo not drawn)	98	-2	36	95	99	97	101	96	-2.0	7	-3
CC1=CC(=NOC(=O)/C=C/c2ccccc2)C=C(C)C1=O	100	1	12	100	99	97	103	99	-0.1	10	-11
C=CCn1c(=NC(=O)c2ccc(S(=O)(=O)N3CCc4ccccc4C3)cc2)sc2cc(S(N)(=O)=O)ccc21	104	0	12	100	106	102	110	103	-0.2	11	-17
O=C(NC(=S)N1CCN(Cc2ccccc2)CC1)c1ccccc1	100	6	15	98	101	99	100	98	1.4	13	2
Cc1ccc(C2=NN(Cc3nnc(-c4ccccc4)o3)C(=O)SC2)cc1	97	1	6	104	95	97	98	100	0.7	2	-33
COc1ccccc1NC(=O)C(=N\O)/C(C)=N/O	103	1	7	106	103	100	104	103	0.6	2	20
Cc1cc(C)cc(NC(=S)NCCCO)c1	106	0	6	100	107	103	106	101	0.0	2	5
CCOC(=O)c1cccc(NC(=O)c2cccnc2)c1	106	2	10	103	107	105	114	103	0.3	10	nt
O=c1[nH]c2ccccc2n2c(-c3ccccc3)nnc12	95	-2	15	96	97	97	95	94	-0.6	5	-4
O=C(Nc1cccc(S(=O)(=O)N2CCCCCC2)c1)c1ccc2c(c1)OCO2	92	25	8	93	93	96	90	91	2.2	13	nt
